Source: PubChem (several laboratories)
NR2E3 ag-1 – activates human NR2E3 receptor. inhibition of corepressor binding, % at 3.98 µM. hit rate 0.35% among 360,000. AID 602229. CHO-S Gal4-NCOR/VP16-NR2E3 two-hybrid, luciferase;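 active means inhibition above the mean of all tested compounds plus 3 SD, cut at about 70% in these data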;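 further: 0% = DMSO with NR2E3 transfected cells and 100% = cells lacking NR2E3 construct; higher means lower luciferase signal from less NR2E3 corepressor binding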
Target sequence (Q9Y5X4 whole entry, looked up, the tested form may be a part): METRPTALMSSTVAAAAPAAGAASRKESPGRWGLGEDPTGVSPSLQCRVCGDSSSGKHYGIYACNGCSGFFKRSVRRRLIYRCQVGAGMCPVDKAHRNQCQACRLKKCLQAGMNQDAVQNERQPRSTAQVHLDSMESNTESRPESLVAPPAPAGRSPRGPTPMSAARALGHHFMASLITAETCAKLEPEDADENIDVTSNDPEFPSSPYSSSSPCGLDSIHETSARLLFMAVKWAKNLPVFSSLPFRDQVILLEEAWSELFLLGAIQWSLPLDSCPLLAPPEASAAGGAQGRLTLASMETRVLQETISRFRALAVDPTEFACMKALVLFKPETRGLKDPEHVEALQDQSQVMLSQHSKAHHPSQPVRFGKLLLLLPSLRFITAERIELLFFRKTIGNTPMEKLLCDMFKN
TRPM1 prom inh – inhibitors of MITF-driven TRPM1 promoter in melanoma cells | SK-MEL-5 TRPM1 promoter luciferase, 24 h | inhibition, % at 12.5 µM | hit rate 0.83% among 330,000 | AID 488899;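 active means mean inhibition across replicates of 60% or more, whatever share of single replicates reaches that level; inconclusive means some that reach 60%, reason not given; inactive means mean inhibition across replicates below 60%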; further: values of inactives mirror those of a sister screen read the other way
HTR2A ag – mouse HTR2A agonism via beta-arrestin recruitment. P35363. activation, % at 7.6 µM. CHO-K1 mHTR2A beta-arrestin complementation, luminescence; percent of 30 µM serotonin response. hit rate 0.66% among 360,000;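 active means activation above a run cutoff, the mean activation of all tested compounds plus 3 SD, cut at about 14% in these data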;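 further: 0% = plate median of compound wells and 100% = 30 µM serotonin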
CaV13 FRET inh – Disruptors of the CACNA1D IQ motif to Ca2+-dependent inactivation inhibitor domain association, primary screening, Förster resonance energy transfer in intact living …; inhibition, % at 12.3 µM; hit rate 0.098% among 340,000; HEK cells, CFP/YFP FRET ICDI-IQ, plate reader, 10 min; percent FRET-ratio fall versus neutral wells;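 active means mean replicate inhibition of at least 30% and at least 1% of replicates passing that level; inconclusive means only one of the two criteria is met; inactive means neither criterion is met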;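 further: 0% = median of the neutral control wells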
PDI turbidity – blocks human protein disulfide isomerase activity. AID 588391. inhibition, % at 10 µM. PDI insulin aggregation turbidity, A650, 90 min. hit rate 0.052% among 350,000;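 active means mean inhibition across replicates of 30% or more, whatever share of single replicates reach that level; inconclusive means mean inhibition below 30% while every single replicate reaches 30%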;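 further: absorbance from insulin aggregation driven by PDI reduction with DTT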
Target sequence (P07237 whole entry, looked up): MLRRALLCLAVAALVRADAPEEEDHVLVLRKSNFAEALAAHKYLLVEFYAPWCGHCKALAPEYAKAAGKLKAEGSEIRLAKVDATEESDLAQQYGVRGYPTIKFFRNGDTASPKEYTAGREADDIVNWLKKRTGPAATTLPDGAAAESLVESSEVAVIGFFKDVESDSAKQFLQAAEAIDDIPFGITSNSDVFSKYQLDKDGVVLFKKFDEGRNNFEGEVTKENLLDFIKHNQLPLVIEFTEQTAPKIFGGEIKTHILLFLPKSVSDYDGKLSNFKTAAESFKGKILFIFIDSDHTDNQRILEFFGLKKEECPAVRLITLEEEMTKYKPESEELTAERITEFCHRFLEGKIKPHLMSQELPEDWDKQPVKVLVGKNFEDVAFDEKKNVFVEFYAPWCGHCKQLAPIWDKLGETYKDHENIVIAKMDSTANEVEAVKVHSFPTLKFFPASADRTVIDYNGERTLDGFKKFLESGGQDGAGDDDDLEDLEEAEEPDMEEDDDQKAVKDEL
NR2E3 ag-2 – NR2E3 (human) agonism. Q9Y5X4. GST-NR2E3/biotin-RetCOR TR-FRET, 1536-well. inhibition of corepressor binding, % at 4.78 µM. hit rate 0.12% among 320,000. AID 2300;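 active means percent inhibition above the cutoff of mean plus 3 SD of all tested compounds, set per screening campaign, cut at about 20% in these data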;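 further: 0% = DMSO wells and 100% = biotin wells as full block of FRET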
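System: GST-tagged NR2E3 plus biotinylated RetCOR corepressor; Buffer or medium: pH 7.5 Tris-based buffer; Probe or stimulus: RetCOR corepressor, biotinylated, 7 nM; Doses: compound at 4.8 µM, single dose; Schedule: 5 h incubation at 4 °C; Technique: time-resolved FRET; Evaluation: percent inhibition of TR-FRET ratio; Replication: one well per compound, singlicate testing.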
H9c2 protect – protects H9c2 cardiomyocytes from peroxide injury | H2O2 injury protection, ATPLite, 2 h | protection from H2O2 cell death, % at 20 µM | hit rate 0.63% among 360,000 | AID 588492;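 active means compounds giving at least 50% protection of heart cells from peroxide-induced death in the single-dose screen, raw or plate-pattern-corrected value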;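 further: 0% = DMSO wells with peroxide and 100% = DMSO wells without peroxide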
Peg3 prom inh – Peg3 promoter activity inhibition. hit rate 1.7% among 360,000. inhibition, % at 20 µM. AID 588405. HeLa PEG-Prom luciferase reporter, luminescence, overnight;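 active means inhibition of at least 50% at 20 µM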
iPSC survival up – enhancers of human iPSC single-cell survival; hiPSC single-cell survival, ATPlite luminescence; 100% = ROCK inhibitor wells, 0% = DMSO; survival enhancement, % at 20 µM; hit rate 0.044% among 360,000; AID 602274; in the data active means survival enhancement above about 18%;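 further: cells exposed to compounds for 16 hours before the ATP read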
HIF-2a inh – inhibitors of HIF-2a; inhibition, % at 18.8 µM; hit rate 0.72% among 360,000; 786-0 RCC cells HIF-2a reporter, luciferase luminescence, overnight;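 active means inhibition of the luminescence signal of 40% or more relative to plate controls, in a single-dose primary screen at 18.75 µM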
Shn3 inh set2 – inhibitors of Schnurri-3 3'UTR reporter in osteoblasts | Clone20 osteoblast Shn3 3'UTR firefly luciferase, 24 h | hit rate 0.52% among 360,000 | inhibition, % at 12.5 µM | AID 588674;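 active means mean inhibition of at least 75% with every replicate also reaching 75%; inconclusive means mean inhibition at least 75% but some replicate below; inactive means mean inhibition below 75%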;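 further: 0% = median of neutral control wells and 100% = pilot-screen positive control compound; some compounds past the cut are filed as inactive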
The depositor's hits bear a star; u = inconclusive; x = no result given.

Every second line gives: NR2E3 ag-1	TRPM1 prom inh	HTR2A ag	CaV13 FRET inh	PDI turbidity	NR2E3 ag-2	H9c2 protect	Peg3 prom inh	iPSC survival up	HIF-2a inh	Shn3 inh set2
- O=C(c1noc2c1CCCC2)N1CCCC(N2CCN(c3ccccc3F)CC2)C1 (centres undefined)
    -6	4	-8	x	-3	5	-1	-7	0.8	1	8
- COc1ccc(NC(=O)CSc2nnc(N)s2)c([N+](=O)[O-])c1
    1	5	4	-2	4	0	4	-9	-0.9	-3	27
- CC(C)CC(=O)Nc1c2c(nn1-c1ccc(F)cc1)CSC2
    11	8	0	-7	3	3	0	10	1.3	9	4
- O=C(O)CCC(=O)N1CCC[C@H]1C(=O)O
    -13	5	-2	-5	3	-2	15	11	1.4	3	9
- Cc1nn(C)cc1/C=N/NC(=S)Nc1ccccc1
    -87	-29	-4	-3	4	3	3	-170	-3.4	-169	-26
- O=C(O)c1ccc(-c2ccc(/C=C3\NC(=O)N(Cc4ccc(Cl)cc4)C3=O)o2)cc1
    -81	-3	0	48*	6	x	6	4	0.0	21	37
- COCCN(C(=O)Nc1ccc(OC)cc1OC)C1CCN(C(C)=O)CC1
    -13	3	3	x	-2	1	2	0	1.0	7	-22
- COc1cccc(-n2c(SCC(=O)OC(C)C)nnc2-c2cccnc2)c1
    -3	2	9	-9	2	0	-1	5	-0.7	2	17
- COc1ccc(/C=C/C(=O)c2ccccc2)cc1Cn1nnc2ccccc21
    -9	8	-8	-5	-17	-2	-7	43	2.1	35	10
- COC1=CC(=O)OC(C)(c2ccccc2)C1 (centres undefined)
    -10	1	1	-5	12	x	0	5	1.8	0	-35
- CCN(c1cccc(C(F)(F)F)c1)S(=O)(=O)c1ccc2c(c1)CCN2C(C)=O
    6	0	-1	-6	0	-1	-14	20	0.5	22	13
- C/C(=N\NC(=O)CNC(=O)c1ccc2c(c1)OCCO2)c1ccco1
    -4	6	0	-1	4	-3	1	3	-0.8	-8	-10
- CC(O)CCc1ccc(O)cc1 (centres undefined)
    29	1	6	4	-1	-2	6	10	-1.0	10	24
- O=C(COC(=O)/C=C/c1ccccc1)NCCNC(=O)COC(=O)/C=C/c1ccccc1
    -3	14	-4	-5	-7	-6	3	3	0.7	5	5
- CCCCC(CC)C(=O)Nc1cc(C(=O)NCCC)ccc1N1CCC2(CC1)CC(c1cccc(Br)c1)=NO2 (centres undefined)
    -12	11	-2	-10	1	2	-5	5	-2.9	4	11
- CCC(=O)N1CCc2cc(S(=O)(=O)N3CCN(c4ccccc4Cl)CC3)ccc21
    -11	2	6	-3	-12	1	-12	-4	-0.5	8	23
- O=S(=O)(c1cc(C(F)(F)F)ccc1Cl)N1CCN(c2ccccn2)CC1
    6	-6	2	-6	-2	-3	0	8	-0.5	5	8
- CCc1nc2c(sc3nc4c(cc32)COC(C)(C)C4)c(=O)n1Cc1ccccc1
    13	-6	-1	-8	14	3	-5	-32	-0.7	-74	47
- COC(=O)Cn1c(=O)oc2ccc(C)cc21
    14	1	2	-3	-2	0	2	-2	1.3	7	-13
- CCOC(=O)[C@H]1[C@H]2COc3cc(OC)ccc3[C@@H]2N2C(=O)CN(Cc3ccc(C)cc3)C(=O)[C@@]12C
    -24	3	-3	-12	3	-3	-2	-35	-0.4	7	-19
- Fc1ccc(Nc2nc(Oc3ccccc3F)nc(N3CCCC3)n2)cc1
    4	8	-4	-8	0	-2	-16	27	1.1	-13	-7
- CCSc1nn2c(=O)c3ccccc3nc2s1
    -119	-42	-1	-5	-5	1	-2	-246	-1.7	-219	-82
- C/C(Cc1ccccc1)=N\NC(=O)CNC(=O)c1ccc(Cl)cc1
    -6	3	3	-2	-6	-1	-7	15	-0.4	19	x
- CCOC(=O)c1sc(N(Cc2ccccc2)C(=O)COC(=O)c2ccc(O)cc2)nc1C
    -101	31	10	-5	-4	0	-16	-65	-0.1	-52	30
- COc1ccc(-c2ccc(=O)n(Cc3cccc(Cl)c3)n2)cc1
    39	6	1	-2	10	4	-16	7	-0.4	4	13
- NS(=O)(=O)c1ccc(NC=C2C(=O)OC3(CCCCC3)OC2=O)cc1
    8	7	0	-4	-4	-6	0	26	3.1	8	-16
- COc1cccc(-c2cc(C(=O)Nc3ccc(N(C)C(C)=O)cc3)c3cc(Br)ccc3n2)c1
    -23	-8	1	-5	-11	-2	17	11	-0.8	17	7
- Clc1ccc(CNC2CCCC2)cc1
    -29	0	-3	x	3	2	-3	6	3.1	15	3
- COc1cc([N+](=O)[O-])ccc1-c1ccc(/C=N/NC(N)=O)o1
    0	-3	-2	-14	-18	0	-5	-1	0.5	-33	-31
- Cc1ccc(C(=O)CC2(O)C(=O)N(C)c3ccccc32)o1 (centres undefined)
    1	-1	4	-5	-43	0	3	-9	1.2	9	1
- Cc1nc2ccccc2c(=O)n1CCc1ccccc1
    -23	-1	-1	-5	15	-1	2	-18	2.9	-39	-13
- O=C(CCNC(=O)c1ccccc1)Oc1ccc([N+](=O)[O-])cc1
    -36	6	1	-7	-3	0	8	14	5.7	15	-6
- O=C(C1CCC1)N1CCc2cc(S(=O)(=O)NCC3COc4ccccc4O3)ccc21 (centres undefined)
    67	6	0	-5	-2	-2	-28	3	2.4	20	10
- FC(F)(F)c1ccccc1Cc1c(-c2ccccc2)nc2ccc(Br)cn12
    -33	x	-6	-7	x	x	-4	-83	-1.2	-183	-37
- CC1Nc2ncnc(N3CCOCC3)c2N(Cc2ccc(Cl)cc2)C1=O (centres undefined)
    3	-11	8	-11	-2	8	10	16	3.3	26	-15
- O=C(NCc1ccco1)c1cc(-c2ccc3c(c2)OCO3)on1
    -74	-37	11	-9	-48	5	-6	-219	-1.9	-222	-34
- CC(=O)N1CCN(S(=O)(=O)c2cccc(C(=O)NNC(=O)COc3ccc(Cl)cc3C)c2)CC1
    1	3	-4	x	-5	-1	3	7	-0.5	5	-14
- COC(=O)c1c(NC(=O)CCS(=O)(=O)c2ccccc2)sc2c1CCN(C)C2
    -30	11	-3	-4	6	0	3	9	-0.1	4	-1
- O=C(NC(=S)Nc1ccc(Cl)cn1)C(c1ccccc1)c1ccccc1
    -22	5	-7	x	-3	2	-18	30	-0.6	18	-20
- COc1ccc(OC)c(NC(=O)N2CCCC(C(=O)c3ccccc3OC)C2)c1 (centres undefined)
    -19	8	2	6	-9	-3	-4	5	-0.1	14	10
- O=S1(=O)N=C2CCCCCN2C(c2ccccc2)N1 (centres undefined)
    -7	3	-3	-5	-3	-1	0	16	1.2	2	-8
- O=C(O)C1CC=CCC1C(=O)N1CCN(c2nc(-c3ccccc3)c3ccccc3n2)CC1 (centres undefined)
    -2	-7	0	0	4	-2	8	-3	-2.0	19	-17
- Cc1ccc(F)c(S(=O)(=O)NC(=O)C2(C)CCN2C(=O)c2ccco2)c1 (centres undefined)
    12	x	2	-7	-4	x	-1	-1	4.7	2	-22
- O=[N+]([O-])c1ccc(N2CCN(Cc3ccc4c(c3)OCO4)CC2)nc1
    -22	3	-5	-5	-6	3	-5	0	0.8	8	27
- COc1ccccc1NC(=O)C(=O)NNC(=O)COc1ccc2ccccc2c1
    -25	1	0	-7	-4	-2	8	-9	-0.2	-12	-5
- COc1cc(C(=O)NN=Cc2ccc(N(C)C)cc2)cc(OC)c1OC
    41	x	-5	-5	-1	x	4	-17	-1.1	9	19
- CCc1cccc(C)c1N(C(=O)Cn1c(CO)nc2ccccc21)C(C)COC (centres undefined)
    -28	-8	2	x	12	2	0	-2	-0.3	20	x
- CC(C)(C)C(=O)OCc1ccc(C2=CC(=O)CC(C)(C)C2=O)cc1
    2	x	-3	-7	10	x	-8	-14	-1.1	-54	-28
- COC(=O)c1ccc(S(=O)(=O)N2C3CCC2CC(NC(=O)C2CC2)C3)cc1 (centres undefined)
    -12	-8	5	-8	2	4	7	19	-3.5	13	4
- Cc1cccc(NC(=S)NNC(=O)CC(C)O)c1C (centres undefined)
    18	1	3	-5	4	-2	6	11	4.5	7	-15
- Cc1cccc(/C=C2\Sc3ccc(C(=O)N4CCC(C)CC4)cc3N(C)C2=O)c1
    -1	2	-10	-7	1	2	-7	34	-0.5	18	35
- O=C(Nc1cccnc1)c1ccc(F)c(S(=O)(=O)N2CCOCC2)c1
    9	0	0	-6	-7	1	-3	10	-0.4	20	-7
- COC(=O)c1scc(C)c1NC(=O)Nc1ccccc1
    4	2	3	18	1	2	7	-5	-1.5	17	-10
- Cc1ccc(CSCC(=O)N(C)CC(=O)Nc2c(Cl)cccc2Cl)cc1
    10	-2	-5	-3	4	2	1	3	0.1	15	23
- O=C(NCCc1ccc(O)cc1)c1[nH]c(C(F)(F)F)nc1-c1ccccc1
    12	x	9	-4	x	x	5	9	0.0	6	7
- NC(=O)c1ccc(Oc2ccc(-c3nnco3)cc2)c([N+](=O)[O-])c1
    -12	10	-3	-2	-7	0	-1	17	-0.4	6	7
- COCCC(=O)N1CCC(Oc2ccc(C(=O)NCc3nccn3C)cc2)CC1
    -6	-3	5	-6	2	3	9	3	0.5	9	2
- CC(OC(=O)C1CCN(S(=O)(=O)c2ccc(F)cc2)CC1)C(=O)NC1CCCCC1C (centres undefined)
    3	3	3	-2	5	5	-1	3	-0.4	2	-1
- Cc1ccc(O)c(NC(=O)c2cc(-c3ccccc3)on2)c1
    -34	-55	0	-4	-2	4	-11	-220	-0.7	-159	-102
- CCc1ccc(NC(=O)Cc2ccc(NC3=NC4CS(=O)(=O)CC4S3)cc2)cc1 (centres undefined)
    -22	x	0	-6	x	2	3	-3	-2.1	-10	-9

Continued:
Every second line gives: NR2E3 ag-1	TRPM1 prom inh	HTR2A ag	CaV13 FRET inh	PDI turbidity	NR2E3 ag-2	H9c2 protect	Peg3 prom inh	iPSC survival up	HIF-2a inh	Shn3 inh set2
- C#CCOc1nc(OCC#C)nc(OCC#C)n1
    -17	1	6	-6	-3	4	0	13	-2.5	7	-8
- O=C(CSc1nnnn1C1CC1)N1CCN(c2ccc(O)cc2)CC1
    -8	-1	7	-2	-9	0	7	12	0.0	-6	-1
- Cc1ccc(NS(=O)(=O)c2ccc3c(c2)n(C)c(=O)n3C)cc1
    -3	5	4	x	-2	-4	-4	13	0.4	23	23
- CCc1c(C)nc2c(-c3ccccc3)c(-c3ccccc3)[nH]n2c1=O
    -4	3	3	-3	6	-2	5	53*	-0.7	8	2
- O=[N+]([O-])c1ccc(C=Nc2ccc(Cl)cc2Cl)s1
    -3	12	-1	-8	-1	-1	-18	48	-0.8	-4	u
